SENP1 inh: human SENP1 catalytic domain inhibitors, primary screen, biochemical, FRET, uHTS | 360,000 compounds, 0.21% hits | Sentrin-specific protease 1 (Homo sapiens), Q9P0U3 | inhibition, % at 10 µM | AID 624204, 2012 | recombinant SENP1 catalytic domain, CyPet-SUMO1-YPet FRET cleavage;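 active = inhibition at least 30% at 10 µM, raw YFP signal under a set limit, fluorescence ratio 0.5 to 1.5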;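 also: 0% = enzyme with DMSO and 100% = no enzyme wells; some results filed as inactive read as strong as hits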
Target sequence (Q9P0U3 419-644 limits assumed): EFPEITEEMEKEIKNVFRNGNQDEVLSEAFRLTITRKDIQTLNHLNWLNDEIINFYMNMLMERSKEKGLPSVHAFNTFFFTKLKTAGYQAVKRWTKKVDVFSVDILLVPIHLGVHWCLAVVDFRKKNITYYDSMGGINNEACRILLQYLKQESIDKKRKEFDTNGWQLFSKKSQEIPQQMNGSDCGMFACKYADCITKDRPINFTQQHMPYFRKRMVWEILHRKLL
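Material: hSENP1 catalytic domain, recombinant; medium: Tris pH 8 with BME, BSA, NP40 and catalase; compound: single concentration of 10 µM compound, 0.5% DMSO final; technique: FRET read of cyan and yellow fluorescence; timing: 50 min enzyme reaction, room temperature, light-protected; reagent: SFCypet-SUMO1-SFYpet substrate at 25 nM; control set: no-enzyme low, enzyme-DMSO high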
ATG4B inhibitor: ATG4B protease inhibitors, primary screen, biochemical, fluorescence, uHTS; inhibition, % at 8.33 µM; ATG4B cleavage of LC3-PLA2, NBD-HPC fluorescence, 1 h; Cysteine protease ATG4B (Homo sapiens), Q9Y4P1; AID 504462, 2011; 340,000 compounds, 0.51% hits; in the data active = inhibition above about 40%
SENP8 block: human SENP8 protease inhibitors, primary screen, biochemical, fluorescence, Nedd8 protein substrate, uHTS; Sentrin-specific protease 8 (Homo sapiens), Q96LD8; recombinant SENP8; inhibition, % at 20 µM; 360,000 compounds, 0.64% hits; AID 602440, 2012; in the data active = inhibition mostly above about 40%, no sharp cut-off; inactive = mostly below about 27%
Target sequence (Q96LD8 whole entry, looked up): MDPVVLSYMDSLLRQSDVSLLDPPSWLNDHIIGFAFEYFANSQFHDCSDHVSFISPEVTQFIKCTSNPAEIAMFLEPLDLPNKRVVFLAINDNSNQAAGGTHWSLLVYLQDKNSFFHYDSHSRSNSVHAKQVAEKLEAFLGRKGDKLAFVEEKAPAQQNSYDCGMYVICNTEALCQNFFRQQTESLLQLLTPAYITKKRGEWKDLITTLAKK
hIAP activ: human IAP activators, primary screen, biochemical, luminescence, uHTS | Intestinal-type alkaline phosphatase (Homo sapiens), P09923 | AID 2524, 2010 | purified human IAP, CDP-Star luminescence, 30 min; hits give high values; 1 = vehicle-only enzyme, 0 = enzyme-free background | activation factor at 10 µM | 330,000 compounds, 0.16% hits;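 active = activation factor of the enzyme at least 2-fold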; also: the source names both 10 and 20 µM as test concentration; values of inactives mirror those of a sister screen read the other way
Target sequence (P09923 whole entry, looked up): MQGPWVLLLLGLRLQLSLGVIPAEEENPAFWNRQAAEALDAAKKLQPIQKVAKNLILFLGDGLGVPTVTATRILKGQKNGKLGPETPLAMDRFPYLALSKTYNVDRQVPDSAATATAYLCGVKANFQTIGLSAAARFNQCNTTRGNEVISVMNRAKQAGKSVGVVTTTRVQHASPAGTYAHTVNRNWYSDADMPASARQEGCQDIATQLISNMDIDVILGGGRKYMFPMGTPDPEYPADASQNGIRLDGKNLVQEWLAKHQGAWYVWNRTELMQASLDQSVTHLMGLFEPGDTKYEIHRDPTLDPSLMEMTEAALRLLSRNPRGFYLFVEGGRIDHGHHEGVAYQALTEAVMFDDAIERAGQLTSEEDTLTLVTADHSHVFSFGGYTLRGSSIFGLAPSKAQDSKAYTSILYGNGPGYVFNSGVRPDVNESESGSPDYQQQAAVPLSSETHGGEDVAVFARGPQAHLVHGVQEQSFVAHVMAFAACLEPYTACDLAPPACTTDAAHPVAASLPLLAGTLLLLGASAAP
SENP6 inh: SENP6 protease inhibitors, primary screen, biochemical, luminescence, uHTS. AID 2599, 2010. 330,000 compounds, 1.8% hits. Recombinant SENP6 catalytic domain, aminoluciferin luminescence. inhibition, % at 10 µM;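 active = inhibition above about 50% at the single tested dose, limit read from the data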;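 also: plate controls were DMSO wells with enzyme for no effect and DMSO wells lacking enzyme for full effect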
PfGluPho inh: PfG6PD enzyme inhibitors, primary screen, biochemical, fluorescence intensity, uHTS | glucose-6-phosphate dehydrogenase-6-phosphogluconolactonase (Plasmodium falciparum 3D7) | PfGluPho enzyme, NADPH resazurin-diaphorase fluorescence | inhibition, % at 20 µM | 350,000 compounds, 0.78% hits | AID 504690, 2011;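 active = inhibition reaching at least a set limit at 20 µM in the primary screen, cut at about 59% in these data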;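 also: 0% = DMSO wells with substrate and 100% = DMSO wells lacking glucose-6-phosphate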
MPTP block: mitochondrial permeability transition pore inhibitors, primary screen, biochemical, isolated mouse mitochondria, absorbance | Ca2+ swelling absorbance, 30 min | inhibition, % at 10 µM | 360,000 compounds, 1.4% hits | AID 602449, 2012;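 active = inhibition of 50% or more, scaled per plate between neutral and stimulator controls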;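 also: 0% = DMSO wells given calcium and 100% = 1 mM EGTA wells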
GRIN3A LBD mod: binders of NR3A ligand-binding domain, primary screen, biophysical, differential scanning fluorimetry, uHTS; Glutamate receptor ionotropic, NMDA 3A (GRIN3A) ligand-binding domain; NR3A LBD differential scanning fluorimetry, Tm shift; 0% = protein alone, 100% = glycine-bound protein; Tm shift relative to glycine control, % at 25 µM; 340,000 compounds, 2.5% hits; AID 1259313, 2017;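 active = melting temperature shift of at least 10% of the positive control shift, at one fixed dose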
Starred values were filed as active, the others as inactive; . = no result given.

SMILES	SENP1 inh	ATG4B inhibitor	SENP8 block	hIAP activ	SENP6 inh	PfGluPho inh	MPTP block	GRIN3A LBD mod
COc1ccccc1C(=O)NC(=O)COC(=O)CCOc1ccc(C)cc1	0	-8	-2	1	-7	6	-0.8	7
CC(=O)NCC(=O)OCC(=O)Nc1nc(-c2ccccc2)cs1	3	-2	8	0.99	5	11	-1.1	-1
COc1ccc(OCc2cc(C(=O)NCC(C)(C)N3CCOCC3)no2)c(Cl)c1	0	25	9	0.93	1	-8	-0.1	1
CCc1ccc(NC(=O)C(=O)c2ccccc2NC(C)=O)cc1	-5	-4	27	0.95	2	-6	0.1	2
CCCCN1CC[C@H]2C=CC[C@@H](C(=O)Nc3ccc(Cl)cc3Cl)[C@H]2C1=O	1	3	14	0.99	-23	2	0.2	0
COc1ccccc1N1CCN(CCS(=O)(=O)c2cc(Cl)ccc2Cl)CC1	3	.	20	.	.	-4	0.3	.
CC(=O)Nc1ccc(CN2CCN(Cc3ccc(C)cc3)C(CCO)C2)cc1 (configuration not stated)	1	1	12	1.2	4	-2	2.3	-1
CC1(C)CC(=O)C2=C(C1)Nc1ccccc1NC2c1ccc([N+](=O)[O-])cc1 (configuration not stated)	2	-4	15	1.3	-13	4	2.0	-1

Full records as entered above. Order of screens: SENP1 inh	ATG4B inhibitor	SENP8 block	hIAP activ	SENP6 inh	PfGluPho inh	MPTP block	GRIN3A LBD mod
Results for COc1ccccc1N1CCN(CCS(=O)(=O)c2cc(Cl)ccc2Cl)CC1 = 3	.	20	.	.	-4	0.3	.
Results for COc1ccccc1C(=O)NC(=O)COC(=O)CCOc1ccc(C)cc1 = 0	-8	-2	1	-7	6	-0.8	7
Results for CC(=O)NCC(=O)OCC(=O)Nc1nc(-c2ccccc2)cs1 = 3	-2	8	0.99	5	11	-1.1	-1

More compounds
SMILES	SENP1 inh	ATG4B inhibitor	SENP8 block	hIAP activ	SENP6 inh	PfGluPho inh	MPTP block	GRIN3A LBD mod
CCOc1ccc2cc(C3CC(c4ccco4)=NN3S(C)(=O)=O)c(=O)[nH]c2c1 (configuration not stated)	-87	7	-185	1.1	-3	16	3.6	2
CCCc1n[nH]c2c1C(=O)C(C(=O)OC)C(C)(C)C2 (configuration not stated)	-1	-1	11	0.83	7	13	-0.3	4
CCOc1cc(N2CCOCC2)c(OCC)cc1NC(=O)Cc1ccccc1	3	-8	12	0.91	-8	7	0.6	1
COC(=O)c1cc(OC)c(OC)cc1N=CC1=C(O)CC(C)(C)CC1=O	-5	-2	-402	0.82	-9	22	-2.3	-2
COc1cccc(CNc2ccc(S(=O)(=O)Nc3nccs3)cc2)c1O	3	-2	2	0.92	-4	-26	1.8	-2
Cc1cc(NC(=O)Cc2ccccc2[N+](=O)[O-])no1	-2	-5	-9	0.95	4	2	0.6	-1
Cc1ccc(Nc2nc(-c3ccccc3)c(CC(=O)O)s2)cc1	-7	-2	-23	0.96	19	11	-4.1	-5
O=C(c1ccccc1)N1CCN(C(=O)c2nn3c(C(F)(F)F)cc(-c4ccco4)nc3c2Br)CC1	-12	-2	-48	1	-32	1	-2.3	-3

The list goes on.
SMILES	SENP1 inh	ATG4B inhibitor	SENP8 block	hIAP activ	SENP6 inh	PfGluPho inh	MPTP block	GRIN3A LBD mod
COC(=O)N/N=C/c1cn(CCOc2ccccc2)c2ccccc12	1	13	15	1.1	-4	-3	1.1	-2
COc1cc2ccccc2c2c1CCCC2=O	0	12	2	0.96	11	14	-1.5	1
CCC(Nc1ccc(OC)cc1)C(=O)N/N=C/c1ccc([N+](=O)[O-])cc1 (configuration not stated)	0	-2	-49	1.1	-29	-8	0.6	-3
Cc1cc(NS(=O)(=O)c2ccc(Br)s2)no1	2	1	12	1.1	-21	-5	-0.5	1
CN(CC(=O)Nc1ccccc1Br)C(=O)CCCSc1nc2ccccc2[nH]1	0	12	4	1	-5	2	-0.1	5
COc1ccc(NS(=O)(=O)c2ccc3c(c2)CCC(=O)N3)cc1O	1	12	-2	1.2	-8	14	1.6	.
COc1ccc([C@@H](C)NC(=O)c2ccc3oc(C(C)C)nc3c2)cc1	-3	3	2	0.97	-8	-9	-0.1	-4
CC(C)(C)NC(=O)NC(=O)CN1CCN(c2ncc(C(F)(F)F)cc2Cl)CC1	0	-10	11	0.95	-4	-1	-0.3	1

Other compounds.
smiles	SENP1 inh	ATG4B inhibitor	SENP8 block	hIAP activ	SENP6 inh	PfGluPho inh	MPTP block	GRIN3A LBD mod
COc1ccc(Cl)cc1N(CC(=O)Nc1ccccc1SC)S(C)(=O)=O	0	-2	17	1	-16	-11	1.3	2
Cc1cc(N2CCOCC2)nc(SCc2ccc(Cl)cc2Cl)n1	-2	-10	2	1.1	-13	26	1.0	-18
CCOc1ccc(NC2OC(C)C(O)C(O)C2O)c([N+](=O)[O-])c1 (configuration not stated)	4	-3	8	0.97	-1	14	-0.6	3
COc1cccc(C2=CC(c3cccc(OC)c3OC(F)F)n3nnnc3N2)c1 (configuration not stated)	9	-7	-28	1	-18	-7	-0.8	2
CCOC(=O)c1cccc(NC(=O)c2ccc(NC(=O)C3CCCO3)cc2)c1 (configuration not stated)	2	0	-1	1	-1	7	-2.1	-15
O=C(NCc1ccccn1)C(=O)N/N=C/c1ccccc1O	3	14	30	3*	-21	-55	-2.5	2
Cc1ccc(NC(=O)Cn2c(=O)c3cccn3c3ccccc32)cc1	-5	11	0	1.3	-9	-21	1.2	-1
CCC1CCCCN1CCCNC(=O)CN1C(=O)CSc2ccc(S(=O)(=O)N3CCC(C)CC3)cc21 (configuration not stated)	-2	-7	11	1.1	11	-2	-2.2	3

(listing goes on)
smiles	SENP1 inh	ATG4B inhibitor	SENP8 block	hIAP activ	SENP6 inh	PfGluPho inh	MPTP block	GRIN3A LBD mod
CCCCN(Cc1nc2ccccc2c(=O)[nH]1)C(=O)c1nn(C)c(=O)c2ccccc12	-18	-4	-16	0.92	-10	13	0.0	-1
Fc1c(CSC(=S)N2CCOCC2)cccc1CSC(=S)N1CCOCC1	1	8	24	0.86	-8	8	7.6	1
Cc1ccc(S(=O)(=O)N(C)CC(=O)O/N=C(\N)c2cccnc2)cc1	0	6	7	1.1	-2	6	-0.1	0
CCCC(=O)Nc1c(-c2ccccc2Cl)c(=O)c2ccccc2n1C	-1	-3	-1	0.89	-5	11	-0.6	1
Cc1cccc(C)c1NC(=O)Cn1c(=O)n(CCC(=O)NCc2ccco2)c(=O)c2sccc21	-2	-4	2	0.89	-3	10	-1.9	0
CC(=O)c1ccc(S(=O)(=O)N2CCN(c3nc4c(C)c(C)ccc4cc3C#N)CC2)cc1	-49	11	-246	0.94	-19	3	-0.3	0
O=C(Nc1ccc(C(=O)N2CCCC2)cc1)c1ccc2c(c1)OCO2	0	6	2	1	87*	-16	-2.2	-3
CO/N=C/C(c1ncc(C(F)(F)F)cc1Cl)S(=O)(=O)c1ccccc1 (configuration not stated)	14	2	-25	1.2	-9	-5	1.8	-2

(listing goes on)
smiles	SENP1 inh	ATG4B inhibitor	SENP8 block	hIAP activ	SENP6 inh	PfGluPho inh	MPTP block	GRIN3A LBD mod
COC(=O)c1c(C(=O)OC)c(-c2ccc(Cl)c(Cl)c2)n2c1CCC2	1	-9	-6	1.1	-17	6	-0.5	0
Cc1cccc(S(=O)(=O)Nc2nc3ccccc3nc2OC(C)C)c1	1	4	-63	0.88	-9	-13	0.4	0
CCOC(=O)Cn1nnnc1CN(Cc1ccc(OC)cc1)Cc1cc2cc(C)cc(C)c2[nH]c1=O	2	-23	-29	1.2	-2	4	-0.9	-2
CC(NC(=O)C1CCN(S(=O)(=O)c2ccc3c(c2)NC(=O)CO3)CC1)c1ccccc1 (configuration not stated)	1	-8	-5	1	11	3	-2.3	0
COc1ccccc1N1CCN(CC(=O)Nc2c(C)n(C)n(-c3ccccc3)c2=O)CC1	3	-11	22	1.1	-2	-5	0.7	0
CC(=O)/C(N=Nc1nc2c([nH]1)c(=O)n(C)c(=O)n2C)=C(\C)O	4	-2	-26	0.96	-28	-7	1.5	-1
CCc1ccccc1NC(=S)N1CCN(c2ccccc2F)CC1	9	7	19	1.3	-17	1	-0.4	-1
Cc1c(NC2=NC(C)(C)Cc3ccccc32)c(=O)n(-c2ccccc2)n1C	3	-4	11	1	-3	-7	-1.9	0

(further entries)
smiles	SENP1 inh	ATG4B inhibitor	SENP8 block	hIAP activ	SENP6 inh	PfGluPho inh	MPTP block	GRIN3A LBD mod
O=C(NNC(=O)c1ccccc1)C(=O)N1CCCCC1	-6	-15	11	0.91	4	-2	-1.8	1
Cc1cccc(OCC(=O)OC(C)C(=O)Nc2ccc(S(=O)(=O)N3CCCCC3)cc2)c1 (configuration not stated)	0	-9	5	1.1	6	13	-0.9	5
CCc1cccc(NC(=O)CCC(=O)O)c1	2	-3	16	1.1	-9	-9	-1.2	-2
O=S(=O)(c1cccs1)N1CN(C2CCCCC2)c2nc3ccccc3nc21	-9	-5	-384	0.94	-8	5	0.1	-1
Nn1c(SCC(=O)NC2CCCc3ccccc32)nnc1C1CC1 (configuration not stated)	0	1	6	0.89	-9	6	3.9	1
CCOc1ccccc1NC(=O)CCc1nnc2ccc(N3CCC(C)CC3)nn12	0	-7	-36	1.1	0	-5	-0.2	-2
CNS(=O)(=O)c1cc(Cl)ccc1Sc1ccccc1C(=O)O	1	-6	6	0.91	-11	-5	2.6	2
COCCOC(=O)C1=C(C)N=C2SCCC(=O)N2C1/C=C/c1ccccc1 (configuration not stated)	-1	-10	5	1	-9	8	14	-2

3 compounds from above, sorted by molar mass, lowest first.
smiles	SENP1 inh	ATG4B inhibitor	SENP8 block	hIAP activ	SENP6 inh	PfGluPho inh	MPTP block	GRIN3A LBD mod
CCc1cccc(NC(=O)CCC(=O)O)c1	2	-3	16	1.1	-9	-9	-1.2	-2
O=S(=O)(c1cccs1)N1CN(C2CCCCC2)c2nc3ccccc3nc21	-9	-5	-384	0.94	-8	5	0.1	-1
CCOc1ccccc1NC(=O)CCc1nnc2ccc(N3CCC(C)CC3)nn12	0	-7	-36	1.1	0	-5	-0.2	-2

Continued.
smiles	SENP1 inh	ATG4B inhibitor	SENP8 block	hIAP activ	SENP6 inh	PfGluPho inh	MPTP block	GRIN3A LBD mod
Fc1ccc2cnc(-c3cccnc3)cc2c1	2	-1	6	1	2	-7	-1.9	1
CC(=O)Nc1ccc(S(=O)(=O)N(C)CC(=O)Nc2ccccc2N2CCOCC2)cc1	2	7	14	0.99	-6	-14	0.6	-1
COC(=O)[C@H]1[C@H](CCc2ccccc2)NC(=O)N(Cc2ccccc2)[C@@H]1C	-1	1	18	.	.	-10	-1.0	7
O=C(NCc1cccs1)C(Cc1ccccc1)NS(=O)(=O)c1cccs1 (configuration not stated)	11	-14	-9	0.91	7	0	2.5	0
Cc1cc(C(=O)NNC(=O)COc2ccccc2Cl)n[nH]1	2	-13	7	3.1*	-26	9	0.2	1
